Source: PubChem
OXTR agonist = human OXTR agonism | CHO-OTR cells, Fluo-8 calcium fluorescence; normalized: DMSO 0%, oxytocin 100% | activation, % at 3 µM | 320,000 compounds, 0.32% hits;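 active = activation above the mean of all tested compounds plus 3 SD, cutoff set per screening run, cut at about 20% in these data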;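 also: peak over basal fluorescence ratio from a 100 s FLIPR kinetic read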
M1 PAM = positive allosteric modulators of human M1 muscarinic receptor. P11229. CHO-K1 hM1, Fluo-8 calcium fluorescence, ACh EC20; 0% = ACh EC20, 100% = maximal ACh. activation, % at 3 µM. 360,000 compounds, 0.088% hits; in the data active = activation above about 19%, passing the limit was not always enough
M1 antag = human CHRM1 antagonism. AID 588852. inhibition, % at 3 µM. 360,000 compounds, 1.3% hits. P11229. CHO-K1 hM1, Fluo-8 calcium fluorescence, ACh EC80 antagonist;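 active = percent inhibition above its own plate's cutoff, namely the mean of that plate's compound wells plus 3 SD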;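 also: peak over basal fluorescence ratio during 140 s after agonist addition; 0% = ACh EC80 plus DMSO and 100% = DMSO alone without agonist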
V1aR counter = counter-screen for oxytocin receptor agonists: human V1a receptor agonists; P37288; CHO-V1R cells, Fluo-8 calcium fluorescence, agonist mode; 0% DMSO, 100% 3 nM vasopressin; activation, % at 3 µM; 320,000 compounds, 0.25% hits; AID 2797;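 active = activation above the mean activation of all tested compounds plus 3 SD, per screening run, cut at about 20% in these data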;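 also: signal is peak over basal fluorescence ratio across a 100 second FLIPR read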
Target sequence (P37288 whole entry, looked up): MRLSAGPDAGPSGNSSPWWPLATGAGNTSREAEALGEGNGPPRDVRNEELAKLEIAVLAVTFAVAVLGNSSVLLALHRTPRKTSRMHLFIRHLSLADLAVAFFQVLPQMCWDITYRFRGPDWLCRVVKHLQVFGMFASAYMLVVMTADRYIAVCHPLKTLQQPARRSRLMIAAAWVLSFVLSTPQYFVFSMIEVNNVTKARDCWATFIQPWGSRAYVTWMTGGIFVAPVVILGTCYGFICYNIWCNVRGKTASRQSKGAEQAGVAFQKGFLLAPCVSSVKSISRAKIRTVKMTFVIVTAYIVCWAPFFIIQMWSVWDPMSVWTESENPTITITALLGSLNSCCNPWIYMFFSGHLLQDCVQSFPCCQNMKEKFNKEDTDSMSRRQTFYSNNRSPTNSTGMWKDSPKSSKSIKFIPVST
M1 ag = agonists of human M1 muscarinic receptor; activation, % at 3 µM; AID 588814; CHO-K1 hM1, Fluo-8 calcium fluorescence, agonist mode; 0% DMSO, 100% acetylcholine EC100; P11229; 360,000 compounds, 0.33% hits;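 active = activation above the run's mean compound activation plus 3 SD, cut at about 16% in these data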;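 also: peak over basal fluorescence ratio within a 140 s kinetic read after compound addition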
TAAR1 agonist = human TAAR1 agonism. 360,000 compounds, 0.99% hits. CHO RD-HGA16 TAAR1, Fluo-8 calcium fluorescence; vehicle wells 0%, saturating PEA agonist 100%. AID 624467. activation, % at 3 µM. Q96RJ0;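 active = activation above the mean activation of all test compounds in the run plus 3 SD, cut at about 38% in these data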
Target sequence (Q96RJ0 whole entry, looked up): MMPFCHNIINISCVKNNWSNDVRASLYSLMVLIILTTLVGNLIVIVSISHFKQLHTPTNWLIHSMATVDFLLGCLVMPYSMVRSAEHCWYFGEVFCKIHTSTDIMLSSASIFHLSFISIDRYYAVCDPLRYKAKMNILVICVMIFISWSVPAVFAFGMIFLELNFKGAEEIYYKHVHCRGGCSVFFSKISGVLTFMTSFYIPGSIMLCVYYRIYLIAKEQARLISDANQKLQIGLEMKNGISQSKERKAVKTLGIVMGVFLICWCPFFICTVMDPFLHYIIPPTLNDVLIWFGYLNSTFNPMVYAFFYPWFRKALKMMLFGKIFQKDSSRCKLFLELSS
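Signal – calcium-sensitive Fluo-8 signal, excitation 470-495, emission 515-575 nm · System – RD-HGA16 (CHO) cells co-expressing Gα16 and hTAAR1 · Incubation – 17-24 h seeding, 75 min 37 °C dye, 30 min RT · Compound dosing – 3 µM single concentration · Repeats – no replicates (n 1)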
OXTR potentiate = potentiates the human oxytocin receptor response; 320,000 compounds, 0.061% hits; activation, % at 3 µM; P30559; AID 2445; CHO-OTR cells, Fluo-8 calcium fluorescence, potentiator mode; 0% = oxytocin EC15, 100% = EC100;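 active = activation above that plate's cutoff, the mean activation of tested compounds plus 3 SD, cut at about 6.6% in these data, passing the limit was not always enough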;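 also: 100% uses oxytocin at 75 nM as the full agonist control; some results filed as inactive read as strong as hits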
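Measured by – Fluo-8 calcium dye fluorescence · Test system – human OTR in CHO cells · Dosing – one concentration, 3.0 µM compound · Controls – EC15 oxytocin alone as 0%, 75 nM oxytocin as 100% · Evaluation – normalized max/min fluorescence ratio, % activation · Timing – 6 min pre-incubation, 100 s read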
CHO parental Ca = signal in parental CHO cells, OX1R antagonist counter-screen; parental CHO-K1, ATP-induced calcium, Fluo-8 fluorescence; 330,000 compounds, 0.63% hits; inhibition, % at 5.6 µM; AID 463079;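 active = inhibition above that plate's mean sample inhibition plus 3 SD, cut at about 26% in these data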;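 also: 0% = ATP-challenged DMSO wells and 100% = DMSO wells without ATP; some compounds past the cut are filed as inactive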
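Test system: untransfected parental CHO cell line; also added: ATP stimulus; dosing: 5.6 µM, single dose; signal: calcium-sensitive Fluo-8 fluorescence; measure: percent inhibition of ATP-evoked calcium rise, normalized to controls; benchmarks: low control ATP plus DMSO, high control DMSO only; replication: one well per compound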
TAAR1 antagonist = human TAAR1 antagonism; CHO RD-HGA16 TAAR1, Fluo-8 calcium fluorescence, antagonist; inhibition, % at 3 µM; 360,000 compounds, 1.5% hits; AID 624466;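 active = inhibition above a per-plate cutoff, the mean inhibition of test compounds on that plate plus 3 SD, cut at about 49% in these data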;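 also: 0% = DMSO plus EC80 beta-PEA response and 100% = DMSO alone without agonist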
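Test system: CHO RD-HGA16 cells bearing hTAAR1 | Reagent: β-PEA, EC80 | Compound dosing: 3 µM, single point | Schedule: Dye loading 75 min at 37 °C, then 30 min room temperature | Signal: Calcium fluorescence with Fluo-8 | Evaluation: Percent inhibition of PEA-evoked calcium signal, max/basal emission ratio | Control set: DMSO-only wells and EC80 β-PEA-stimulated wells | Repeats: Singlicate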
* = called active by the depositor; x = not tested or not shown.

SMILES	OXTR agonist	M1 PAM	M1 antag	V1aR counter	M1 ag	TAAR1 agonist	OXTR potentiate	CHO parental Ca	TAAR1 antagonist
O=C(O)CCS(=O)(=O)c1ccc(-c2ccccc2)cc1	1.5	17	-13	-0.2	-2	6	-1	5	-24
O=C(O)CSc1c[nH]c2ccccc12	-1.1	3	0	0.1	-3	6	-17	2	-14
COc1ccccc1N1CCN(C2CCCN(Cc3cccc(O)c3)C2)CC1 (stereo not drawn)	-0.1	18	-22	1.0	-8	6	0	-8	-6
COc1ccccc1NC(=O)C(=O)N/N=C(\C)CC(=O)Nc1ccc(OCc2ccccc2)cc1	-1.7	-6	-1	0.0	-5	-1	-11	3	6
CC1(C)C(=O)Nc2ccccc2N1C(=O)COC(=O)c1ccc([N+](=O)[O-])o1	0.6	0	-7	1.1	-1	2	-2	-10	-1
CC(C)NC(=O)CCn1c(=S)oc2ccccc21	-0.3	-4	1	0.0	-6	1	-5	-11	16
CC(C)C(=O)N1C2CCC1CC(O)(c1ccc(F)cc1)C2 (stereo not drawn)	0.3	2	7	-0.4	-3	10	-8	-20	-7
CC(C)OCCCNC(=O)c1cn(C)c2ccc(S(=O)(=O)N(C)C3CCCCC3)cc2c1=O	-0.3	4	-7	2.1	-3	3	-1	-7	7
Cc1[nH]n(-c2ccccc2)c(=O)c1N=Nc1ccc2c(c1)OCO2	-0.5	3	-9	-0.5	-1	0	-1	-1	2
COC(=O)/C=C/C(=O)Nc1cccc(C(F)(F)F)c1	-0.7	0	2	1.6	-4	0	-11	-7	13
CCOC(=O)C1CCN(C(c2cc3ccc(C)c(C)c3[nH]c2=O)c2nnnn2C2CCCCC2)CC1 (stereo not drawn)	-1.6	5	-16	-1.2	-2	8	-2	-22	-4
O=C(COc1cccc2ccccc12)NNC(=O)C1CCCO1 (stereo not drawn)	1.3	5	-9	0.4	-5	0	-2	-2	12
CCN1C(=O)[C@H]2[C@H]3CN=C(SC)N3[C@@](Cc3ccccc3)(C(=O)OC)[C@H]2C1=O	x	2	1	x	-3	1	x	-7	11
COc1ccc(OC)c(C2CC(=O)Nc3c2c(=O)[nH]c2ncnn32)c1 (stereo not drawn)	0.9	11	-8	2.7	-2	1	-5	11	-11
O=C(N/N=C/c1ccccc1OC(F)F)NC1CCCCC1	-2.2	8	-14	-1.1	-3	1	-6	-18	13
Cc1ccccc1OCC(=O)NCCNC(=O)c1cccnc1	0.6	-2	-6	-0.1	-2	1	-8	1	4
COc1ccc(CC(=O)Nc2c(C(=O)N3CCN(c4ccccc4)CC3)oc3ccccc23)cc1OC	-0.5	5	-4	-0.9	-3	-2	2	-14	3
COc1ccc(C(O)P(=O)(OCCC(C)C)c2ccc(N(C)C)cc2)cc1OC (stereo not drawn)	-1.0	12	-13	-0.2	-2	3	-7	-16	-23
Cn1c(CC(=O)Nc2ccccc2)nnc1SCC(=O)NC1=NCCS1	0.8	-1	-4	0.7	-4	2	-9	0	-8
COc1cc2c(cc1OC)C(CNC(=O)C=Cc1ccccc1)C2 (stereo not drawn)	x	-5	9	x	-3	1	x	x	-6
N#Cc1ccc(OCc2cccc(S(=O)(=O)N3CCOCC3)c2)cc1	3.8	-2	-8	6.5	0	6	-12	-7	8
CC1=CC(=O)C=C(C)C1=NOC(=O)c1cccc([N+](=O)[O-])c1	2.6	8	-5	2.3	-3	0	-8	-8	-3
CCOC(=O)c1c(C)[nH]c(C(=O)N/N=C/c2cc([N+](=O)[O-])ccc2O)c1C	-0.4	3	-7	0.3	-2	0	-4	-6	-23
Cc1cccc(N2CCN(C(=O)c3c(-c4ccccc4)noc3C)CC2)c1C	-1.3	8	-10	1.5	-1	5	-12	-38	-12
O=C1N(Cc2ccccc2)c2ccccc2OC1(F)F	x	3	-10	x	-8	-3	x	x	-7
Cc1cccc(N/C=C/C(=C(C#N)C#N)N(C)C)c1	1.1	4	-12	0.1	-9	3	0	-3	-4
COc1ccc(C)cc1NC(=O)/C=C/c1ccc(OC)c(S(=O)(=O)N2CCOCC2)c1	-0.4	9	-15	2.3	-5	4	-6	-13	-8
CCOc1ccc2nc(NC(=O)CN3CCOCC3)sc2c1	-0.5	1	6	5.5	0	0	-1	-13	-11
Cc1cccc(Cn2c(SCCN3CCOCC3)nc3c2c(=O)n(C)c(=O)n3C)c1	-0.4	0	-5	0.2	-11	2	-2	-13	-14
CCOc1cccc2cc(C(=O)OCC(=O)Nc3c(C)cccc3CC)c(=O)oc12	x	7	-6	x	-4	-2	x	x	-12
COC(=O)N/N=C\c1c(C)nn(-c2ccccc2)c1Cl	-0.9	7	-6	0.4	-5	-1	-6	8	20
COCCNc1nc(N)c([N+](=O)[O-])c(NCC2CCCO2)n1 (stereo not drawn)	1.4	8	-12	-0.9	3	12	1	-5	-1
COc1ccccc1NC(=O)C(C)OC(=O)C1COc2ccccc2O1 (stereo not drawn)	-0.6	5	1	-0.4	-5	2	-6	-11	-10
COc1ccc(N2C(=O)C3CCCN3C2=S)cc1 (stereo not drawn)	1.0	4	-9	0.9	-4	-1	-6	-3	-6
O=C(O)c1ccccc1CSc1nc2ccccc2[nH]1	0.6	5	-1	1.4	-4	4	-1	-2	-13
COc1ccc(-c2nc3ccc(Br)cn3c2Cc2ccccc2C(F)(F)F)cc1OC	x	-3	11	x	-6	0	x	x	-28
Cc1cc(C)c(C(=O)C(C)OC(=O)Cc2n[nH]c(=O)c3ccccc23)cc1C (stereo not drawn)	-0.8	-2	4	1.2	-2	0	-8	-13	-7
CCOC(=O)N1CCN(C(=S)NC(=O)c2c(-c3c(Cl)cccc3Cl)noc2C)CC1	-1.1	8	-2	1.3	9	5	-4	3	-8
CC(=O)c1ccc(OCC(=O)NCC(c2ccco2)N2CCCCC2)cc1 (stereo not drawn)	0.5	11	-5	0.8	-16	6	0	5	-2
CCOc1cccc(SCc2noc(C(=O)NCCOC)c2C(=O)O)c1	-0.9	3	5	1.6	-1	0	-3	-10	4
O=C(NCC1CCN(c2ccc(S(=O)(=O)N3CCOCC3)cc2)CC1)c1cccc(Cl)c1	8.0	-9	-12	5.5	-10	5	-7	-12	-9
Cc1ccc(C)c(S(=O)(=O)N/N=C/c2ccc(F)cc2)c1	-1.0	12	-8	-0.2	-10	-1	-5	-6	-1
O=C(NC1CCCC1)c1cc2c(ccc3ccccc32)o1	2.0	-2	0	3.9	-1	6	-17	4	26
Cc1cc(C(=O)N/N=C/c2ccco2)n[nH]1	0.2	16	-9	0.9	-5	-1	-20	-8	-5
NC(CCc1ccccc1)c1csc(NC(=O)NCC2CCCCC2)n1 (stereo not drawn)	x	4	-9	x	-1	23	x	x	20
O=c1c2ccccc2nc(/C=C/c2cccc([N+](=O)[O-])c2)n1CCO	0.4	-1	2	0.2	-7	14	-15	-5	9
CCOc1ccc(S(=O)(=O)N/N=C(\C)C2CCCCC2)cc1	-0.8	-1	-1	1.2	-3	6	-5	-10	-23
COc1ccc(NC(=O)CCS(=O)(=O)c2ccc3c(c2)CCCN3C(C)=O)cc1Cl	-0.5	-5	18	-1.2	-3	8	-5	-13	-5
COc1ccc(OC)c(NC(=O)NNC(=O)COc2ccc(F)cc2F)c1	-1.3	13	-10	0.1	0	0	-8	-10	-22
CCOC(=O)CSc1nnc(CNC(=O)c2ccc(OC)cc2)n1-c1ccc(OC)cc1	-1.0	3	-5	-0.2	-5	5	-3	-7	-11
O=C(O)/C(=C\c1ccc(-c2ccc(F)cc2)o1)c1ccccc1	x	8	-13	x	-4	-1	x	x	-17
O=C(CNC(=O)c1ccccc1F)NC1CC1	1.1	6	-9	0.0	-5	9	-3	-9	-1
Cc1ccc(-c2csc3ncnc(OCC(=O)NC(=O)NCc4ccco4)c23)cc1	3.3	14	-39	2.5	3	1	-4	-7	11
O=C(CSc1ccccn1)Nc1ccc(Cl)c([N+](=O)[O-])c1	1.4	10	-9	4.3	-4	0	-11	20	-15
CSC[C@H]1CN(CCc2ccccc2)C(=O)[C@@H]1CC(=O)Nc1ccc(Br)cc1	x	-5	5	x	-5	6	x	x	19
O=C(COc1ccccc1)N1CCN(C(=O)COc2ccccc2)CC1	0.5	7	-11	0.1	-4	x	-3	7	x
O=C(CSc1nnc(-c2ccc(F)cc2)o1)Nc1ccc(S(=O)(=O)N2CCCC2)cc1	7.8	-1	7	7.0	-3	20	-13	-8	15
COc1ccc(CNC(=O)C2CCCN(c3nn4c(=O)cc(C)nc4s3)C2)cc1 (stereo not drawn)	0.0	3	-6	1.2	-8	1	2	-7	-27
COc1ccc(OCc2cc(C(=O)NC(C)Cn3cncn3)no2)c(Cl)c1 (stereo not drawn)	0.5	16	-18	1.5	0	1	-8	2	-29
CCOc1cc(/C=C(\C#N)c2nc(-c3cccs3)c(NC(C)=O)s2)ccc1O	23*	-8	12	19	16	18	-11	13	43

Next structures
SMILES	OXTR agonist	M1 PAM	M1 antag	V1aR counter	M1 ag	TAAR1 agonist	OXTR potentiate	CHO parental Ca	TAAR1 antagonist
Cc1cccc(NC(=S)NCCO)c1C	0.0	4	0	1.2	-7	2	-1	3	-16
Cc1cc(C)cc(-n2c(C)cc(/C=N/NC(=O)c3cccc([N+](=O)[O-])c3C)c2C)c1	3.9	-7	14	12	-5	31	-6	-17	25
Cc1sc(-n2c(C)cc(/C=C3\SC(=S)NC3=O)c2C)c(C#N)c1C	-0.3	-17	21	1.5	-7	-2	-12	4	17
COc1ccc(OCC(=O)Nc2cc3c(cc2C(=O)O)OCCCO3)cc1	-1.3	13	-17	-0.1	-2	3	-8	3	-6
COC(=O)c1ccc(C)c(NC(=O)CCCN2C(=O)CN(C)C2=O)c1	0.7	6	-15	0.1	-2	1	1	-18	1
CCCCOc1ccc(C(=O)Nc2ccc(S(=O)(=O)Nc3cc(C)on3)cc2)cc1OC	-0.9	-2	10	1.5	-1	-5	-9	1	-3

Entries of single compounds as entered above:
CCCCOc1ccc(C(=O)Nc2ccc(S(=O)(=O)Nc3cc(C)on3)cc2)cc1OC is entered as OXTR agonist = -0.9; M1 PAM = -2; M1 antag = 10; V1aR counter = 1.5; M1 ag = -1; TAAR1 agonist = -5; OXTR potentiate = -9; CHO parental Ca = 1; TAAR1 antagonist = -3
Cc1cccc(NC(=S)NCCO)c1C is entered as OXTR agonist = 0.0; M1 PAM = 4; M1 antag = 0; V1aR counter = 1.2; M1 ag = -7; TAAR1 agonist = 2; OXTR potentiate = -1; CHO parental Ca = 3; TAAR1 antagonist = -16
